ERK EGF inh – blocks ERK signaling stimulated by EGF; HEK293-V1b, EGF-stimulated phospho-ERK AlphaScreen; AID 1454; Potency, µM (top dose mostly 11.5 µM), inactives show at the highest dose activity change, negative = inhibition, most hits filed as inhibitors; 130,000 tested, 0.41% active; active = well fitted inhibition curve with a large enough effect; inconclusive = small, poorly fitted or top-dose-only effect, or effect the other way;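 note: plate controls were stimulated vehicle wells for no effect and unstimulated vehicle basal for full effect; nearly all actives have a fitted effect of over 55% in size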
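Readout: AlphaScreen signal for phosphorylated ERK in lysed HEK293 cells stably expressing V1b. Stimulus 25 nM EGF, 5 min, following 30 min compound exposure. Data scaled to DMSO basal and full EGF activation.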
* = called active by the depositor; ? = inconclusive; & = joins results of further samples; [ ] = another dose, or the depositor's remark. Potency is the fitted concentration of half-maximal effect. These rows are one share of the data; rates above refer to the full screens.

mol | ERK EGF inh
CCOC(=O)CSC(=S)NC(=O)c1ccc(OC)cc1 | 3%
Cc1ccc(CNC(=O)CN(CCc2ccccc2)S(C)(=O)=O)cc1 | -11%
CCOC(=O)c1c(NC(=O)C(C)S(=O)(=O)c2cn(CC)c3ccccc23)sc2c1CCCC2 (stereo not drawn) | 1%
NC(=O)C1CCN(c2ccc(C(F)(F)F)cc2[N+](=O)[O-])CC1 | -4%[57.5 µM]
Cc1ccc(S(=O)(=O)NCCC(c2ccccc2)c2ccco2)cc1 (stereo not drawn) | 23%
CCCNC(=S)N1CC2(C)CN(C(=O)C(=O)OCC)CC(C)(C1)C2=O | 0%
C=CCOc1cccc(C(=O)NC(c2ccccc2)C(C)C)c1 (stereo not drawn) | -7%
CCN(CC)CCN1C(=O)C(O)=C(C(=O)c2cc3cccc(OC)c3o2)C1c1ccc(F)cc1 (stereo not drawn) | -6%[57.5 µM]
Cc1cc(-c2nn(C)c(=O)c3ccccc23)ccc1CNC(=O)NC1CCCCC1 | -3%
CCOC(=O)c1ccccc1NC(=O)Cn1c(=O)n(Cc2ccccc2)c(=O)c2c(C)c(C)sc21 | -2%
O=C(c1ccccc1)c1n[nH]c(-c2ccccc2)cc1=O | -3%
Clc1ccc(CNc2ccccn2)cc1 | 2%
Cc1cc(C(C)(C)C)cc(C)c1Cn1c2[n+](c3ccc(C(F)(F)F)cc31)CCCCC2 | -2%
COc1ccc(C(CNC(=O)c2ccc(S(=O)(=O)N(C)C)cc2)N2CCCC2)cc1 (stereo not drawn) | -2%
COc1ccc2c(c1)C(=O)/C(=C/C=C/c1ccccc1)CC2 | 9%
O=C1C2C3C=CC(C2C(=O)N1c1ccccc1O)C1C2C(=O)N(c4ccccc4O)C(=O)C2C31 (stereo not drawn) | -1%
N/C(Cn1cncn1)=N\NC(=O)C(=O)Nc1ccccc1 | -4%
CCS(=O)c1scc(-c2ccc(Cl)cc2)c1C#N (stereo not drawn) | 1%[57.5 µM]
CCCCC(=O)N(CCC)CCC | 3%[57.5 µM]
COc1ccc(NC(=O)c2cc(S(=O)(=O)NCC3COc4ccccc4O3)ccc2F)cc1 (stereo not drawn) | 8%
O=C(CSc1nnc(-c2ccccc2)n1-c1ccc(Cl)cc1)NNC(=S)Nc1ccccc1 | 4%
Cc1cccc(N2C(=O)/C(=C\c3ccc(OC(F)F)cc3)c3ccccc3C2=O)c1 | 0%
CCN(CC)CCOc1ccccc1C(C)=O | -6%
c1ccc(Oc2cccc(OCCCCN3CCCC3)c2)cc1 | 5%
COc1cc(/C=C2\SC(=S)N(CC(=O)Nc3ccc(O)cc3)C2=O)cc(OC)c1OC | 1%
O=C(C[n+]1ccc(/C=N/O)cc1)N1CCCCC1 | 0%[57.5 µM]
CCOc1ccc(C(CC(=O)O)NC(=O)CCCOc2ccc(Cl)cc2C)cc1 (stereo not drawn) | -13%
CCN(CC)c1ccc(C(=O)NC(=S)Nc2cc(S(=O)(=O)N3CCOCC3)ccc2-n2cncn2)cc1 | -2%
O=C(NCC(=O)N(c1ccccc1F)C(C(=O)NC1CCCC1)c1ccco1)c1ccco1 (stereo not drawn) | 2%
CCSc1ncc(CO)c(N)n1 | -13%[57.5 µM]

14 consecutive compounds from above, quoted:
mol | ERK EGF inh
N/C(Cn1cncn1)=N\NC(=O)C(=O)Nc1ccccc1 | -4%
CCS(=O)c1scc(-c2ccc(Cl)cc2)c1C#N (stereo not drawn) | 1%[57.5 µM]
CCCCC(=O)N(CCC)CCC | 3%[57.5 µM]
COc1ccc(NC(=O)c2cc(S(=O)(=O)NCC3COc4ccccc4O3)ccc2F)cc1 (stereo not drawn) | 8%
O=C(CSc1nnc(-c2ccccc2)n1-c1ccc(Cl)cc1)NNC(=S)Nc1ccccc1 | 4%
Cc1cccc(N2C(=O)/C(=C\c3ccc(OC(F)F)cc3)c3ccccc3C2=O)c1 | 0%
CCN(CC)CCOc1ccccc1C(C)=O | -6%
c1ccc(Oc2cccc(OCCCCN3CCCC3)c2)cc1 | 5%
COc1cc(/C=C2\SC(=S)N(CC(=O)Nc3ccc(O)cc3)C2=O)cc(OC)c1OC | 1%
O=C(C[n+]1ccc(/C=N/O)cc1)N1CCCCC1 | 0%[57.5 µM]
CCOc1ccc(C(CC(=O)O)NC(=O)CCCOc2ccc(Cl)cc2C)cc1 (stereo not drawn) | -13%
CCN(CC)c1ccc(C(=O)NC(=S)Nc2cc(S(=O)(=O)N3CCOCC3)ccc2-n2cncn2)cc1 | -2%
O=C(NCC(=O)N(c1ccccc1F)C(C(=O)NC1CCCC1)c1ccco1)c1ccco1 (stereo not drawn) | 2%
CCSc1ncc(CO)c(N)n1 | -13%[57.5 µM]

(further entries)
mol | ERK EGF inh
CCCCC(=O)Nc1ccccc1N1CCOCC1 | 7%
Cn1nnnc1SCC(=O)Nc1ccccc1N1CCCCC1 | -3%
CC(C)CNC(=O)c1cccc(NC(=O)Cc2ccc(Cl)cc2)c1 | 11%
CC(C)NC(=O)CSc1nc(-c2ccccc2)cs1 | 6%
COc1ccc(CC2(CO)CCN(Cc3c(C)nn(C(C)C)c3C)CC2)cc1 | -4%
CCCNC(=O)Cn1nc(C(F)(F)F)c2c1CCC2 | -1%
CC(=O)Nc1ccc(C(=S)NCC2(N(C)C)CCCCC2)cc1 | 8%
CCOc1ccc2nc(NC(=O)Nc3cccs3)sc2c1 | ?
COc1ccc(CCNC(=O)CSc2ccsc2[N+](=O)[O-])cc1OC | -9%
COc1ccc(OC)c(NC(=O)C2CCC(CNc3c(N4CCOCC4)c(=O)c3=O)CC2)c1 (stereo not drawn) | 6%[57.5 µM]
CC(C)(C)S(=O)(=O)/C(C#N)=N/Nc1ccc(C#N)cc1 | -7%
COCCNC(=O)c1cc(C(=O)CC(C)C)c[nH]1 | 5%
NC(=O)C1CCN(Cc2nc3cc(C(F)(F)F)ccc3c(=O)[nH]2)CC1 | 0%[57.5 µM]
CC(C)(C)NC(=O)c1cccc(NC(=O)c2ccco2)c1 | 4%
COC(=O)C/C=C/[C@@H](C)[C@@H](/C=N/OCC[C@@H]1C=C[C@H](OC(C)=O)[C@@H](COC(C)=O)O1)NS(=O)(=O)c1ccc(C)cc1 | -8%
CC(C)NC(=O)C(Cc1ccccc1)N1C(=O)c2ccccc2C1=O (stereo not drawn) | -3%
COc1ccc(N(CC(=O)NCc2ccc(C)cc2)S(=O)(=O)c2ccccc2[N+](=O)[O-])c(OC)c1 | -9%
C/C(=N/NC(=O)c1ccoc1C)c1ccc(NC(=O)c2ccncc2)cc1 | 15%
COc1ccc(-c2cc(C(F)F)n3ncc(C(=O)N4CCc5ccccc5C4)c3n2)cc1 | -6%
CN(c1ccccc1)c1nc(N)c([N+](=O)[O-])c(N2CCCCC2)n1 | 2%[57.5 µM]
c1ccc(C2=Nn3c(nnc3-c3cccs3)SC2)cc1 | -9%[57.5 µM]
OC(CNCCNc1ncccc1C(F)(F)F)Cn1ccc2ccccc21 (stereo not drawn) | 9%[57.5 µM]
CCCCCn1c(NC2CCCCC2)nc2c1c(=O)[nH]c(=O)n2C | 6%[57.5 µM]
CN(C)S(=O)(=O)c1cccc(NC(=O)CSc2nc3ccccc3n2-c2ccccc2)c1 | 6%
Cc1nc2ccc(C(=O)O)cc2nc1C | 7%
COCCn1c(=O)c(-c2ccc(Cl)cc2)nc2cnc(Oc3ccccc3)nc21 | 2%
COc1ccc(-c2cc(C(F)(F)F)nc(SCC(=O)N(C)Cc3cnn(C)c3C)n2)cc1OC | -4%
CCCS(=O)(=O)N1CCN(S(=O)(=O)c2ccccc2[N+](=O)[O-])CC1 | 0%
O=C(COc1ccc([N+](=O)[O-])cc1)NCCC1=CCCCC1 | -2%
NC(=O)[C@H](Cc1cc2ccccc2s1)NC(=O)[C@@H]1CC2(CC(c3cccc(NC(=O)[C@@H]4CCC(=O)N4)c3)=NO2)CN1C(=O)/C=C/Sc1ccccc1 (stereo partly drawn) | 3%
CCN(CC)c1nc2cc(C)ccc2cc1/C=C(\C#N)C(N)=O | -2%
Cc1ccccc1Nc1ccc(S(=O)(=O)N2CCOCC2)cc1[N+](=O)[O-] | 2%
CN1CCN(c2cc3c(cc2F)c(=O)c(C(=O)O)cn3CCF)CC1 | 7%[57.5 µM]
N/C(=N\OC(=O)N1c2ccccc2Sc2ccccc21)c1ccc(Br)cc1 | -5%
COc1ccccc1-n1c(C)c2c(OC)cccc(=O)c2c1C | -2%
O=C1N(Cc2cccc(Cl)c2)C[C@@H]2C[C@@H](c3cccn3-c3cccnc3)N3CCC[C@@]123 | 1%
NC(=O)COC(=O)/C=C/c1cccc(Br)c1 | -6%
Cc1ccc(CNC(=O)CSc2ccc(-c3ccccn3)nn2)cc1 | -4%
CCOc1cc(C(=O)NC)cc(Br)c1OCc1ccccc1 | -10%
Cc1ccc(N2C(=O)CCC2(C(N)=O)c2ccccc2)cc1 (stereo not drawn) | -17%
O=C(O)CC1=C(Nc2ccccc2)C(=O)N(c2ccccc2)C1c1ccc(F)cc1 (stereo not drawn) | 7%
c1ccc(-c2ccc(SCc3cccnc3)nn2)nc1 | -4%
CCCCCCCCCCCCCCC[C@@H](O)[C@H](CO)NC(C)=O | -3%
Cc1ccc(C(=O)Nc2ccc3c4c(cccc24)CC3)cc1[N+](=O)[O-] | 4%
S=c1[nH]nc(-c2ccncc2)n1/N=C/c1cccc(Cl)c1 | ?
COc1ccc(CCNC(=O)/C=C/c2cc(OC)c(OC)c(OC)c2)cc1OC | 2%
CCOC(=O)c1cc2c(ccn2-c2ccc(F)cc2)n1CC(=O)N(CC)CC | ?
CCNc1nnc(CCn2nc(C)c(Br)c2C)s1 | -6%
CCn1c(NCc2ccccn2)nc2c1c(=O)n(C)c(=O)n2C | 2%
COc1ccc(C(=O)CSc2n[nH]c(-c3ccncc3)n2)cc1[N+](=O)[O-] | 3%
COc1cccc(C(C(=O)NC(C)(C)C)N(CC(C)C)C(=O)CCC(=O)Nc2cc(C)on2)c1OC (stereo not drawn) | -4%
CCN1C(=O)c2ccccc2S(=O)c2ccc(C(=O)N3CCOCC3)cc21 (stereo not drawn) | 4%[57.5 µM]
COc1cc(OC)c2c(-c3ccccc3)cc(=O)oc2c1C(CCN1CCCC(C)C1)c1ccc(N(C)C)cc1 (stereo not drawn) | -4%[57.5 µM]
C[C@@H](N)C(=O)O | 8%
COc1ccc(OC)c2sc(N(CCN(C)C)C(=O)c3cc(Cl)sc3Cl)nc12 | -5%
Cc1nnc(SCc2nc3ccccc3s2)n1N | -10%
CCOC(=O)c1c(NC(=O)Cn2cnc([N+](=O)[O-])n2)sc(C)c1C | 12%
C/[N+]([O-])=C\C1C(=O)CC(C)(C)CC1=O | 0%
O=C(CN1CCC(NC(=O)c2ccco2)CC1)Nc1ccccc1[N+](=O)[O-] | 3%
FC(F)(F)c1cccnc1-n1cncn1 | -1%[57.5 µM]

Additional compounds follow.
mol | ERK EGF inh
COc1cc(/C=N/N=C(N)N)ccc1OCc1ccc(Cl)cc1 | 4%
COCc1c(C(=O)OC)nnn1-c1ccccc1 | 0%
O=C(Nc1ccc(F)cc1F)NC1CC1 | -1%
COc1ccc(OC)c(C2=NNC(=NCc3ccc4c(c3)OCO4)SC2)c1 | 9%
Cc1ccc(-n2ncc3c(NCc4ccc5c(c4)OCO5)ncnc32)c(C)c1 | -2%[57.5 µM]
CCOC(=O)C(=CNc1cccc(C)c1C)C(=O)OCC | -7%[57.5 µM]
CC(C)CNC(=S)NC(=O)c1csc([N+](=O)[O-])c1 | -5%[57.5 µM]
CCc1ccccc1N(C)S(=O)(=O)c1ccc2[nH]cc(C(=O)N3CCc4ccccc43)c(=O)c2c1 | -4%
COc1ccc(S(=O)(=O)N2CCOCC2)cc1NC(=O)COC(=O)c1ccc(C)s1 | 9%
CCCn1c(-c2ccc(F)cc2)nc2c(N3CCN(CCn4ccnc4)CC3)nc(C)nc21 | 2%
COc1cccc(Cn2c(=O)c(-c3ccc(Cl)cc3)nc3cnc(N(C)C)nc32)c1 | ?
N/C(=N\c1nc2ccccc2o1)NC(=O)c1cccc(Br)c1 | -2%[57.5 µM]
CC1=NN(c2nc(-c3ccc(C)cc3)cs2)C(=O)C1N=Nc1cccc(C)c1 (stereo not drawn) | ?
Nc1cc(=O)[nH]c(SCC(=O)NC2CCCc3ccccc32)n1 (stereo not drawn) | 6%[57.5 µM]
O=C(Cc1ccccc1)Nc1nnc(-c2ccco2)o1 | -8%
O=C1CC(C(F)(F)C(F)(F)C(F)(F)F)=Nc2ccccc2N1 | -3%
COCOc1ccc(OC)cc1C(=O)/C=C/c1ccc(OC)c(Br)c1 | -11%&-7%
COc1ccccc1NC(=O)Nc1ccc(C(N)=O)cc1 | 1%
CCN(CC)C(=O)C(=O)Nc1cccc(Br)c1 | -11%
Cc1cc(C)nc(/N=C(\N)N(Cc2ccccc2)Cc2ccccc2)n1 | 10%
CCC(=O)NCCCc1nc2ccccc2n1Cc1ccccc1F | 1%
COc1cccc(CCNC(=O)CC2C(=O)NCCN2CC(C)(C)C)c1 (stereo not drawn) | -3%
COc1ccc(N(C(=O)CCl)C(C(=O)NCCc2ccccc2)c2cccs2)cc1Cl (stereo not drawn) | 7%
COc1ccc(CNC(=O)CCNS(=O)(=O)c2cccc3nsnc23)cc1 | -10%
O=C(Oc1ccc(C(=S)N2CCOCC2)cc1)c1ccccc1 | 0%
Cc1ccc(N(C(=O)c2ccc(S(=O)(=O)N(C)C)cc2)C2C=CS(=O)(=O)C2)cc1 (stereo not drawn) | 6%
CCOc1ccc(C(=S)N2CCOCC2)cc1OC | -1%

Bioassay records as filed in PubChem.
